SENP8 inh: human SENP8 protease inhibitors, primary screen, biochemical, fluorescence, Nedd8 protein substrate, uHTS | recombinant SENP8 | inhibition, % at 20 µM | hit rate 0.64% among 360,000; in the data active = inhibition mostly above about 40%, no sharp cut-off; inactive = mostly below about 27%
Target sequence (Q96LD8 whole entry, looked up): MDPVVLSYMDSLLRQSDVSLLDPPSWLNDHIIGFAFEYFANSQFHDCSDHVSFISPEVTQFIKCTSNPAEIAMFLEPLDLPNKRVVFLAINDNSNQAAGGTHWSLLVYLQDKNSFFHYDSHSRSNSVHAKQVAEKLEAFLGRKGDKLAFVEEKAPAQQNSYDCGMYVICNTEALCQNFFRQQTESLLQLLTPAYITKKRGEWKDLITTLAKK
MPTP block: mitochondrial permeability transition pore inhibitors, primary screen, biochemical, isolated mouse mitochondria, absorbance. Ca2+ swelling absorbance, 30 min. inhibition, % at 10 µM. hit rate 1.4% among 360,000;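 active = inhibition of 50% or more, scaled per plate between neutral and stimulator controls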;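 also: 0% = DMSO wells given calcium and 100% = 1 mM EGTA wells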
PfG6PD inh: PfG6PD enzyme inhibitors, primary screen, biochemical, fluorescence intensity, uHTS; glucose-6-phosphate dehydrogenase-6-phosphogluconolactonase (Plasmodium falciparum 3D7); PfGluPho enzyme, NADPH resazurin-diaphorase fluorescence; inhibition, % at 20 µM; hit rate 0.78% among 350,000; AID 504690, 2011;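 active = inhibition reaching at least a set limit at 20 µM in the primary screen, cut at about 59% in these data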;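 also: 0% = DMSO wells with substrate and 100% = DMSO wells lacking glucose-6-phosphate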
* hit, by the source's call; i = inactive. An excerpt. The share of hits here may be higher or lower than overall.

Compound,PfG6PD inh,MPTP block,SENP8 inh
O=C(CCOc1ccccc1)N1CCCC(Nc2ccccc2)C1 (configuration not stated),20.9,-1.2,22.1
O=C(NN=Cc1ccccc1Cl)c1ccccc1,-10.2,-1.7,20.1
CNC[C@H]1OCCCC[C@H](C)Oc2ccc(NC(=O)CCCN(C)C)cc2C(=O)N([C@H](C)CO)C[C@@H]1C,35.1,-1.7,16.6
CCCCCCNC(=O)O[C@H]1Cn2c(=O)n(CCCCCC)c(=O)n2[C@@H]2CN(S(=O)(=O)c3ccc(C)cc3)C[C@]12O,70.6*,-0.5,8.5
CC(C)(C)OC(=O)NCCCCCNC(=O)c1[nH]cnc1C(=O)Nc1cc(Br)ccc1F,13.1,-2.1,12.3
Cc1c(C)c2cc(Cl)c(OCC(=O)NCCCN3CCCC3=O)cc2oc1=O,-0.6,-1.3,-395.8
C#CCN(C[C@@H]1[C@@H](OC(=O)NCC2CCCCC2)[C@@H](OC(=O)NCC2CCCCC2)Cn2c(=O)n(CCCCCC)c(=O)n21)S(=O)(=O)c1ccc(C)cc1,-20.0,-1.6,14.7
O=C(O)C1CCCN1c1nc(Cl)ccc1[N+](=O)[O-] (configuration not stated),26.3,0.6,-21.4
CCc1cc(-c2nnn(-c3cc(C(C)C)ccc3C)c2CC)ccc1-c1cn(CCc2c[nH]c3ccccc23)nn1,1.1,-1.5,4.8
COc1ccc(CN2CCC[C@]3(N[C@H](c4ccc(OC)cc4)[C@@H]4C(=O)N(Cc5ccccc5)C(=O)[C@@H]43)C2=O)cc1,10.0,1.4,24.0
O=C(O)c1ccccc1C(=O)OCC1CCC(=NO)CC1 (configuration not stated),-17.8,0.1,9.9
C[C@@H]1CC[C@H](Cc2ccc(-n3cccc3)cc2)N1C(=O)OC(C)(C)C,18.1,-2.0,19.9
NC(=O)NC(CC(=O)OCC(=O)Nc1nnc(-c2ccccc2)o1)c1ccc(Cl)cc1 (configuration not stated),-40.3,1.2,-1.7
C[C@@H]1CN([C@H](C)CO)C(=O)c2cc(Br)cnc2O[C@@H]1CN(C)Cc1ccc(-c2ccccc2)cc1,10.0,-1.1,5.4
Cc1cnc(CN(C)C(=O)C2CCC(=O)N(CCc3ccc(Cl)cc3)C2)[nH]1 (configuration not stated),7.6,-0.8,14.9
C[C@@H]1CN([C@H](C)CO)C(=O)CCCn2nncc2CO[C@@H]1CN(C)S(C)(=O)=O,-24.3,0.3,23.3
CCCCCCN1C[C@H](n2cc(C3CC3)nn2)[C@@H](O)C[C@@H]1c1ccc(OC)cc1,12.2,-2.1,2.3
CC(C)Oc1ccc(S(=O)(=O)N2CCOCC2)cc1NC(=O)CSC(=S)N1CCCC1,29.6,-0.2,11.4
Cc1ccc([C@H]2C[C@@H](n3cc(-c4ccc(F)cc4)nn3)[C@H](O)CN2Cc2cccs2)cc1,1.7,-0.9,20.1
O=C(CC1CC1)Nc1ccc2c(c1)[C@H]1C[C@H](CC(=O)N3CCc4ccccc4C3)O[C@@H](CO)[C@H]1O2,-8.0,-0.3,-10.6
O=C(NCc1nnnn1-c1ccc(F)cc1)c1ccc(S(=O)(=O)N2CCOCC2)cc1,-8.6,0.3,13.1
O[C@H]1C[C@H](c2ccccc2)N(Cc2cccs2)C[C@@H]1n1cc(-c2ccc(F)cc2)nn1,26.1,-2.9,-1.9
Cc1c(CC(=O)N2CCC(O)CC2)c(=O)oc2cc3c(cc12)CCC1(CCCCC1)O3,-3.4,0.5,i
O=C(CCN1CCCCC1)Nc1ccc(F)c(F)c1,4.3,-0.8,19.3
O[C@H]1C[C@H](c2ccccc2)N(CC2CCCCC2)C[C@@H]1n1cc(C2CC2)nn1,-2.0,-1.8,8.2
CSc1ncccc1C(=O)N1CCCC(N2CCN(c3ccccc3C)CC2)C1 (configuration not stated),-14.8,-0.7,17.1
CCN(CC)C(=O)Cn1cc(SCC(=O)NC2CCCCC2)c2ccccc21,1.5,0.5,9.3
COCc1c(C(=O)Nc2nnc(C3CC3)s2)oc2ccccc12,-2.2,-1.5,-103.6
Cc1cccc(NC(=O)CCc2ccc(N3C(N)=NC(N)=NC3(C)C)cc2)c1,-3.2,0.1,28.7
COc1cccc(CNC(=O)[C@H](C)NC(=O)N2CC(=O)Nc3ccccc32)c1,-10.9,-0.2,12.1
N#CCC(=O)Nc1ccc(C(=O)OCC(=O)Nc2cccc3ccccc23)cc1,-8.7,0.6,-7.9
Cc1ccc2c(c1)=N/C(=N\c1[nH]c(O)c3ccccc13)N=2,11.8,0.6,9.2
O=C1C=C(C#Cc2ccccc2)C[C@@H](c2ccc(F)cc2)C1,10.2,-0.8,-23.8
Cc1c(N(C)S(=O)(=O)c2cccc(C(=O)NCc3cccnc3)c2)c(=O)n(-c2ccccc2)n1C,1.2,-0.1,6.0
Cc1cccc(C(C)C)c1NC(=O)COC(=O)CCC(=O)N(CC(C)C)c1c(N)n(CC(C)C)c(=O)[nH]c1=O,-8.1,0.4,7.7
C[C@@H]1CN([C@H](C)CO)C(=O)c2c(c3ccccc3n2C)-c2ccccc2CO[C@@H]1CN(C)S(=O)(=O)c1cccs1,18.5,-0.8,-13.3
COc1ccc(CCNC(=O)CCCn2c(=S)[nH]c3ccsc3c2=O)cc1OC,17.5,-0.6,14.3
CN(CC(=O)Nc1ccc(F)cc1)C(=O)CN1C(=O)NC(CCc2ccccc2)C1=O (configuration not stated),-0.6,0.8,2.6
CCCc1c(C(=O)N/N=C(\C)c2ccc3c(c2)OCO3)nnn1-c1nonc1N,1.8,1.8,-486.8
Cc1nc2ccccn2c(=O)c1NC(=O)COc1ccccc1,6.6,-1.2,-68.5
Cc1ccc(NC(=O)c2ncn(CCCNCC3CCCCC3)n2)cc1C,-1.4,-0.7,-4.7
O=C(NCC(=O)N1CCN(Cc2ccccc2)CC1)c1ccccc1Cl,-8.5,-1.2,0.5
CN1OC[C@@H]2CN(S(=O)(=O)c3cccc(C(F)(F)F)c3)[C@H](c3ccc(-c4cc5ccccc5o4)cc3)C[C@@H]21,-13.5,-0.8,-39.7
Cc1cnc(N)nc1-c1ccccc1,6.1,3.0,-82.2
Cc1noc(C)c1COc1ccccc1C(=O)N1CCN(S(=O)(=O)c2ccc(C(C)C)cc2)CC1,0.5,-0.4,11.0
O[C@H]1CN(CC2CCCCC2)[C@@H](c2ccc(Cl)cc2)C[C@@H]1n1cc(-c2ccc(F)cc2)nn1,9.7,0.7,7.5
C[C@H]1CN([C@@H](C)CO)C(=O)c2cc(Br)cnc2O[C@@H]1CN(C)C(=O)CN(C)C,4.3,-1.4,6.0
COc1ccccc1C(=O)NC1CC2CCCC(C1)N2Cc1ccccc1 (configuration not stated),-8.4,0.3,13.7
C[C@@H]1CN([C@@H](C)CO)C(=O)CCCn2nncc2CO[C@@H]1CN(C)C(=O)Cc1ccccc1,-11.2,-0.7,9.5
O=C(OCC(=O)N1CCCCCC1)c1cccc(Cl)c1Cl,7.6,3.6,4.1

Exported with values under each structure: 17 of the compounds above.
Values run as follows: PfG6PD inh	MPTP block	SENP8 inh
> CSc1ncccc1C(=O)N1CCCC(N2CCN(c3ccccc3C)CC2)C1 (configuration not stated)
→ -14.8	-0.7	17.1
> CCN(CC)C(=O)Cn1cc(SCC(=O)NC2CCCCC2)c2ccccc21
→ 1.5	0.5	9.3
> COCc1c(C(=O)Nc2nnc(C3CC3)s2)oc2ccccc12
→ -2.2	-1.5	-103.6
> Cc1cccc(NC(=O)CCc2ccc(N3C(N)=NC(N)=NC3(C)C)cc2)c1
→ -3.2	0.1	28.7
> COc1cccc(CNC(=O)[C@H](C)NC(=O)N2CC(=O)Nc3ccccc32)c1
→ -10.9	-0.2	12.1
> N#CCC(=O)Nc1ccc(C(=O)OCC(=O)Nc2cccc3ccccc23)cc1
→ -8.7	0.6	-7.9
> Cc1ccc2c(c1)=N/C(=N\c1[nH]c(O)c3ccccc13)N=2
→ 11.8	0.6	9.2
> O=C1C=C(C#Cc2ccccc2)C[C@@H](c2ccc(F)cc2)C1
→ 10.2	-0.8	-23.8
> Cc1c(N(C)S(=O)(=O)c2cccc(C(=O)NCc3cccnc3)c2)c(=O)n(-c2ccccc2)n1C
→ 1.2	-0.1	6.0
> Cc1cccc(C(C)C)c1NC(=O)COC(=O)CCC(=O)N(CC(C)C)c1c(N)n(CC(C)C)c(=O)[nH]c1=O
→ -8.1	0.4	7.7
> C[C@@H]1CN([C@H](C)CO)C(=O)c2c(c3ccccc3n2C)-c2ccccc2CO[C@@H]1CN(C)S(=O)(=O)c1cccs1
→ 18.5	-0.8	-13.3
> COc1ccc(CCNC(=O)CCCn2c(=S)[nH]c3ccsc3c2=O)cc1OC
→ 17.5	-0.6	14.3
> CN(CC(=O)Nc1ccc(F)cc1)C(=O)CN1C(=O)NC(CCc2ccccc2)C1=O (configuration not stated)
→ -0.6	0.8	2.6
> CCCc1c(C(=O)N/N=C(\C)c2ccc3c(c2)OCO3)nnn1-c1nonc1N
→ 1.8	1.8	-486.8
> Cc1nc2ccccn2c(=O)c1NC(=O)COc1ccccc1
→ 6.6	-1.2	-68.5
> Cc1ccc(NC(=O)c2ncn(CCCNCC3CCCCC3)n2)cc1C
→ -1.4	-0.7	-4.7
> O=C(NCC(=O)N1CCN(Cc2ccccc2)CC1)c1ccccc1Cl
→ -8.5	-1.2	0.5

Arranged by the number under PfG6PD inh (high to low): some entries from above.
Compound,PfG6PD inh,MPTP block,SENP8 inh
Cc1ccc(NC(=O)c2ncn(CCCNCC3CCCCC3)n2)cc1C,-1.4,-0.7,-4.7
Cc1cccc(NC(=O)CCc2ccc(N3C(N)=NC(N)=NC3(C)C)cc2)c1,-3.2,0.1,28.7
Cc1cccc(C(C)C)c1NC(=O)COC(=O)CCC(=O)N(CC(C)C)c1c(N)n(CC(C)C)c(=O)[nH]c1=O,-8.1,0.4,7.7

(list continues)
Compound,PfG6PD inh,MPTP block,SENP8 inh
COc1cc2ccnc(C=NO)c2cc1OC,-5.2,0.0,-465.9
CCN(CC)CCCC(C)n1c(C)cc(C(=O)NS(=O)(=O)c2ccc(C)cc2)c1C (configuration not stated),-6.3,0.3,19.0
COc1ccc2c(Cl)cc(NC(=O)Nc3c(C)cccc3C)nc2c1,8.8,0.4,-7.2
Cn1nc(C(=O)OCC(=O)NCc2ccc(Cl)cc2Cl)c2ccccc2c1=O,-24.4,-0.3,12.7
COc1ccccc1C(=O)NNC(=O)c1ccc2ccccc2c1O,47.0,2.2,i
COc1ncnc2c1ncn2CCCNCC(c1ccccc1)c1ccccc1,-1.8,0.7,4.6
CCc1ccc(-c2ccc(SCC(=O)NC3CCCC3)nn2)cc1,3.3,0.3,5.7
COc1ccc(-c2ccc(CN3C(C(C)C)C(=O)N(Cc4cn(Cc5ccco5)nn4)CCS3(=O)=O)cc2)cc1OC (configuration not stated),10.5,-2.7,-43.5
C[C@H](O)[C@@H]1C(=O)N2CCc3c([nH]c4ccccc34)[C@@H]2C[C@@H]1N(C)C(=O)Nc1ccccc1,7.4,-0.3,-324.1
CC(Sc1nc(-c2ccccc2)c(-c2ccccc2)[nH]1)C(=O)NCC1CCCO1 (configuration not stated),30.5,-1.0,-459.6
O=C(CN1C(=O)NC2(CCc3ccccc32)C1=O)NC1CCCCC1 (configuration not stated),7.8,-1.6,-8.7
NC(=O)c1ccsc1NC(=O)COC(=O)Cc1ccc(F)cc1,2.1,-0.8,-0.8
COc1cc(S(=O)(=O)n2ccc(C)n2)c(C)cc1C,-1.1,0.5,9.9
Nc1nc(COC(=O)c2ccco2)nc(Nc2ccccc2)n1,-1.2,-1.2,4.2
COc1ccc(C(=O)N/C(=C/c2cccs2)C(=O)N2CCN(C)CC2)cc1,0.8,0.0,11.1
C#CCN(C[C@@H]1[C@@H](OC(=O)NC2CC2)[C@@H](OC(=O)NC2CC2)Cn2c(=O)ccc(=O)n21)S(=O)(=O)c1ccc(C)cc1,1.9,-0.5,4.1
CC(OC(=O)/C=C/c1ccco1)C(=O)NC1CCCCC1 (configuration not stated),1.9,0.5,2.7
COc1cccc(NC(=O)N(C)C[C@H]2Oc3cc(Br)ccc3S(=O)(=O)N([C@H](C)CO)C[C@H]2C)c1,-4.8,0.3,-4.5
CC1CN(C(=O)COC(=O)c2ccc3ccccc3c2)CC(C)O1 (configuration not stated),4.2,0.2,-22.7
C#CCN(C[C@@H]1[C@@H](OC(=O)NCc2ccc(OC)c(OC)c2)[C@@H](OC(=O)NCc2ccc(OC)c(OC)c2)Cn2c(=O)ccc(=O)n21)S(=O)(=O)c1ccc(C)cc1,2.2,0.4,15.6
COC(=O)c1cccc(NC(=O)CCN2C(=O)NC(C)(C)C2=O)c1,1.6,0.5,16.4
COc1ccc(C(=O)CC(C#N)c2ccc3c(c2)OCO3)cc1OC (configuration not stated),-9.1,-1.2,-9.0
C[C@@H]1CN([C@H](C)CO)S(=O)(=O)c2ccc(C#Cc3ccccc3F)cc2O[C@H]1CN(C)C(=O)c1ccc2c(c1)OCO2,4.6,-1.1,-88.5
O=C1[C@H]2[C@@H](c3ccccc3)N[C@]3(CCCN(Cc4ccc(Cl)cc4)C3=O)[C@H]2C(=O)N1Cc1ccccc1,12.7,-0.1,11.0
